Source: PubChem (National Center for Advancing Translational Sciences (NCATS))
GLS inhibitor = qHTS for Inhibitors of Glutaminase (GLS). Glutaminase kidney isoform, mitochondrial (Homo sapiens), O94925. GLS enzymatic activity, qHTS titration. Potency, µM (highest dose often 45.5 µM), for the others: at the highest dose activity change, negative = inhibition, actives largely listed as inhibitors. actives 0.21% (n = 410,000); note: potency is the fitted concentration of half-maximal effect; % is set by controls: 0 for no effect and ±100 for the full control effect
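Human kidney-isoform GLS in 45 mM KH2PO4 pH 8.2, 0.02% Tween-20, with compound, started with 1mM L-Glutamine (added stock). Glutamate oxidase/HRP/Amplex red coupled fluorescence read at start and after 30 min at RT.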
JMJD2A Tudor inh = qHTS Assay for Inhibitors of JMJD2A-Tudor Domain | AlphaScreen JMJD2A-Tudor / H3K4me3 peptide binding | Potency, µM (top dose mostly 114 µM), inactives show at the highest dose activity change, negative = inhibition, actives largely listed as inhibitors | Lysine-specific demethylase 4A (Homo sapiens), O75164 | actives 4.4% (n = 390,000); note: potency is the fitted concentration of half-maximal effect; % is set by controls: 0 for no effect and ±100 for the full control effect; nearly all actives have a fitted effect of over 50% in size
HP1b chromo inh = HTS for Inhibitors of HP1-beta Chromodomain Interactions with Methylated Histone Tails. actives 0.56% (n = 390,000). Chromobox protein homolog 1 (Homo sapiens), P83916. Potency, µM (titrated, usually from 114 µM), inactives show at the highest dose activity change, negative = inhibition, hits mostly inhibitors. AlphaScreen HP1-beta / biotin-H3K9me3 peptide binding; note: potency is the fitted concentration of half-maximal effect; nearly all actives have a fitted effect of over 70% in size; inactives centre near 23
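AlphaScreen: HP1-beta (50 nM) preformed 30 min with biotin-H3(1-18)K9me3 peptide (50 nM) in PBS pH 7.4, 0.01% Tween-20. Compound added for 30 min at RT, then streptavidin donor/nickel chelate acceptor beads (10 ug/mL) for 30 min.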
BAZ2B inh = qHTS Assay for Inhibitors of BAZ2B. Bromodomain adjacent to zinc finger domain protein 2B (Homo sapiens), Q9UIF8. AlphaScreen BAZ2B-H3K14Ac peptide displacement. Potency, µM (series often up to 114 µM), inactives show at the top dose activity change, negative = inhibition, most hits filed as inhibitors. actives 4.4% (n = 360,000); note: potency is the fitted concentration of half-maximal effect; % is set by controls: 0 for no effect and ±100 for the full control effect; nearly all actives have a fitted effect of over 60% in size
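AlphaScreen displacement of biotin-H3(5-23)K14Ac peptide (50 nM final) from BAZ2B (50 nM final) in PBS pH 7.4, 0.01% Tween-20; complex preformed 30 min RT, then compounds (top 110 uM) 30 min RT, beads 20 min dark.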
G9a inh = qHTS Assay for Inhibitors of Histone Lysine Methyltransferase G9a; Histone-lysine N-methyltransferase EHMT2 (Homo sapiens), Q96KQ7; G9a H3K9 monomethylation, AlphaScreen, 2 h; Potency, µM (highest dose often 102 µM), inactives show at the top dose activity, negative = inhibition, most hits filed as inhibitors; actives 8.8% (n = 350,000); note: potency is the fitted concentration of half-maximal effect; % is set by controls: 0 for no effect and ±100 for the full control effect; nearly all actives have a fitted effect of over 75% in size
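Step 1: enzyme (final 20 nM) with compound, 15 min RT. Step 2: substrate peptide 500 nM and SAM 20 uM, 2 h RT. Step 3: anti-H3K9me1 antibody and AlphaScreen beads, 10 min, then plate read.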
PI4K2A block = qHTS for small molecular inhibitors of PI4K2A. AID 1346378, 2018. actives 0.13% (n = 420,000). Phosphatidylinositol 4-kinase type 2-alpha (Homo sapiens), Q9BTU6. purified PI4K2A, ADP-Glo luminescence, 1 h; active compounds read low. activity change, negative = inhibition, % at 76.9 µM; in the data active = activity change below about -50%; inconclusive = mostly about -30% to -49%;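 note: -100% = wells without enzyme as full effect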
Target sequence (Q9BTU6 whole entry, looked up): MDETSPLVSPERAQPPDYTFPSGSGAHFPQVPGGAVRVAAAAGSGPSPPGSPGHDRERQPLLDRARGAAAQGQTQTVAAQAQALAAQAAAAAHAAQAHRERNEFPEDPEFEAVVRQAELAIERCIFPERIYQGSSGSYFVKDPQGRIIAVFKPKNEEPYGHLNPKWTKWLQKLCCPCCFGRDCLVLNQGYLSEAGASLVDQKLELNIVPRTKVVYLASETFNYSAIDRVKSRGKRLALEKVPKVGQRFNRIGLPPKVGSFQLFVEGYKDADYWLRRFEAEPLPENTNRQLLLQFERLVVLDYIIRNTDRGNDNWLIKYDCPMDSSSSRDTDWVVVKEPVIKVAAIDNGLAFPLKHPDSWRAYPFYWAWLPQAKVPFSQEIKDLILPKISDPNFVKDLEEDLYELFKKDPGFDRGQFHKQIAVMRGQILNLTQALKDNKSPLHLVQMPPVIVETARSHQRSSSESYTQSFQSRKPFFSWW
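In this quantitative HTS, ADP production by PI4K2A was quantified luminescently after 1 h at ambient temperature; 100 microM adenosine served as plate-quality control.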
ERG-DNA inh = qHTS for Small Molecule Inhibitors of the ERG Ets/DNA interaction; Transcriptional regulator ERG (Homo sapiens), P11308; fluorescence polarization, His-ERG Ets domain / labelled DNA; Potency, µM (titrated, usually from 76.9 µM), without a hit: at the top dose FP activity, negative = inhibition, hits mostly inhibitors; actives 0.028% (n = 370,000); active = well fitted inhibition curve with a large enough effect in the polarisation, with a control signal flat; inconclusive = small, poorly fitted or top-dose-only effect, or effect the other way, or a change in a side signal; inactive = no such curve, though single readings can be large or run the other way; the % refers to the polarisation;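 note: polarization taken with two DNA probes labelled with fluorescein and Texas red; potency is the fitted concentration of half-maximal effect; % of control where 0% means no effect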
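His-tagged ERG Ets domain (1 uM in the protein solution; 300mM KCl, 50mM Tris-HCl, 1mM EDTA, 1mM DTT, pH 7.5) received compound, then a probe mix of 5 nM fluorescein-DNA and 100nM Texas-615-DNA. Fluorescence polarization was read for both dyes.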
12-LOX inh = Primary qHTS assay for inhibitors of human arachidonate 12S-lipoxygenase (ALOX12): Round 2 | Potency, µM (top dose mostly 108 µM), for the others: at the top dose activity change, negative = inhibition, most hits filed as inhibitors | Polyunsaturated fatty acid lipoxygenase ALOX12 (Homo sapiens), P18054 | actives 1.1% (n = 580,000) | purified 12hLO, xylenol orange hydroperoxide absorbance; note: potency is the fitted concentration of half-maximal effect; % is set by controls: 0 for no effect and ±100 for the full control effect
Target sequence (P18054 whole entry, looked up): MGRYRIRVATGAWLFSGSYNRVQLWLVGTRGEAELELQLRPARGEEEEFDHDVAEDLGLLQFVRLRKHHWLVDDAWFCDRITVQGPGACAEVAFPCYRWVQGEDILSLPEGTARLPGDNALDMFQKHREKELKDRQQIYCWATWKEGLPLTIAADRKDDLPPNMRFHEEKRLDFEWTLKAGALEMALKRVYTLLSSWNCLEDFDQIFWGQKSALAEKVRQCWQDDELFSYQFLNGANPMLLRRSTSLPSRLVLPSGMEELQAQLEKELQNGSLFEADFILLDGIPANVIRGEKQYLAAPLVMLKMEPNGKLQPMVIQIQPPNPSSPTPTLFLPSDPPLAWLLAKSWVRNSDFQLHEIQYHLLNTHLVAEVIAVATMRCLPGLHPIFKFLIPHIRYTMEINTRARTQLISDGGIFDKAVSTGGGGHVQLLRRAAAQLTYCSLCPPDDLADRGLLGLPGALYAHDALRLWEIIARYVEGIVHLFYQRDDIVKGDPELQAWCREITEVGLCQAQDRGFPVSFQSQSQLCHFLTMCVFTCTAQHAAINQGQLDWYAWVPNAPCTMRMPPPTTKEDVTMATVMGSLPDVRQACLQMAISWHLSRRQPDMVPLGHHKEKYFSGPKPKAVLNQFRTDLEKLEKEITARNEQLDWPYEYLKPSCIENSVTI
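Hydroperoxide product was detected by ferrous iron/xylenol orange as the 573 to 405 nm absorbance ratio. Arachidonic acid at 40 uM (final) was turned over for 30 min at room temperature by 150 nM human 12hLO, pH 7.0 Hepes buffer, after 15 min compound preincubation.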
RGS4 inhibitor = Inhibitors of Regulator of G Protein Signaling (RGS) 4: qHTS; Regulator of G-protein signaling 4 (Homo sapiens), P49798; actives 0.039% (n = 390,000); Potency, µM (highest dose often 114 µM), for the others: at the highest dose activity change, negative = inhibition, usual class: inhibitors; Transcreener GDP fluorescence polarization, RGS4-accelerated GTP hydrolysis; note: potency is the fitted concentration of half-maximal effect; % is set by controls: 0 for no effect and ±100 for the full control effect; nearly all actives have a fitted effect of over 75% in size; some results filed as inactive show a strong effect at the top dose
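MLSMR compounds (23 nl, pin-transferred) preincubated 10 min at room temperature with a 500nM (2x) first reagent, then RGS4 at 900nM (2x) plus Transcreener GDP mix added; fluorescence polarization (620/688 nm) read before and after 90 min at 30 °C.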
* = called active by the depositor; ? = inconclusive; / = not tested or not shown; & = joins results of further samples; ! = not confirmed by another sample; [ ] = remark or other dose. Unless noted, calls come from the whole dose curve; as a rule, active = well fitted curve in the direction sought with a large enough effect; inconclusive = small, poorly fitted or top-dose-only effect, or another doubt; inactive = no such curve, though single readings can be large; an effect the other way counts as inactive or inconclusive.

GLS inhibitor	JMJD2A Tudor inh	HP1b chromo inh	BAZ2B inh	G9a inh	PI4K2A block	ERG-DNA inh	12-LOX inh	RGS4 inhibitor	SMILES
12%	-28%	21%	-7%	3%	-3	-11%	-17%	-17%	CC(=O)Nc1ccccc1-c1nc2ccc(C(=O)N3CCN(c4cc(C)ccc4C)CC3)cc2[nH]c1=O
-2%	-20%	-19%	?	?	-1	-6%	13%	-43%	Cc1nc(N)sc1Cc1ccc2c(c1)OCO2
-5%	?	-24%	/	/	3	11%	?	-23%	S=c1[nH]cc(Oc2ccc(Cl)cc2Cl)c(=S)[nH]1
4%	-19%	31%	0%	-23%[12.7 µM]	-3	-1%	-16%	3%	CC(=O)c1cccc(NC(=O)CSc2n[nH]c(-c3ccncc3)n2)c1
-6%	4%	24%	1%	1%[59 µM]	1	-4%	1%	-7%	Cc1cccc(Cn2c(=O)n(Cc3ccccc3)c(=O)c3sc4ccccc4c32)c1
-11%	-8%[11.4 µM]	8%	-28%	-1%	2	5%	-27%	-11%[11.4 µM]	COc1ccc([N+](=O)[O-])cc1NC(=O)CSc1ccccc1
9%	-3%	28%	7%	-41%	0	1%	0%	-5%	CN1CCN(CCNC(=O)Nc2ccccc2C(F)(F)F)CC1
-6%	-24%	15%	-17%	?	6	-4%	?	-8%	O=C(c1ccc2c(c1)OCO2)C1CCCN(C2CCN(CCc3ccccc3)CC2)C1 (stereo not drawn)
-5%	-10%	33%[activator]	?	-39%	0	-1%	-4%	24%	Cc1ccc(CNC(=O)Nc2ccc(C)cc2)cc1
1%	-6%	29%	-3%	10%[59 µM]	-1	-1%	-17%&-3%	-13%	O=C(NCC(c1ccc(F)cc1)N1CCOCC1)c1nn(-c2ccccc2)c(=O)c2ccccc12 (stereo not drawn)
10%	-12%	15%	8%	1%[59 µM]	3	17%[15.4 µM]	0%	-22%	COc1ccc2nc(SCC(=O)N(C)C3CCCCC3)[nH]c2c1
-1%	1%	30%[activator]	-3%	?	1	14%	0%	1%	COCCNC(=O)CCCCCN1C(=O)CCC1=O
13%	61%[activator]	161%[activator]	61%[activator]	127%[activator]	0	2%	-7%	14%	COc1ccc(Nc2nc(-c3ccccc3)nc3ccccc23)c(OC)c1
-13%	-29%	-16%	-19%	?	-4	8%	-2%	-53%	COCCN=C1NN=C(c2ccc(NC(C)=O)cc2)CS1
0%	-12%	18%	4%	-5%[59 µM]	-2	4%	-25%	-1%	CCC(C(=O)NCCc1ccccc1)n1nc(C)c2sc3ccccc3c2c1=O (stereo not drawn)
24%	-11%	35%	56µM*	45µM*	-3	8%	?	-27%	O=C1C(=O)N(Cc2ccccc2)C(c2cccc(O)c2)/C1=C(\O)c1ccc2c(c1)OCCO2 (stereo not drawn)
1%	-6%	31%	-2%	8%	-4	3%	0%	3%	C#CCOC(=O)C(NC(=O)c1ccccc1)=C(C)C
6%	-6%	22%	-6%	/	-2	8%	0%	-1%	CCOc1ccc(N2C(=O)CN=C2Nc2ccccc2F)cc1
6%	5%	67%[activator]	-15%	17%[59 µM]	-12	7%	?	-21%	CCCN(C(=O)c1noc2c1COc1ccc(C)cc1-2)c1ccc(Cl)c(Cl)c1
1%	-14%	25%	-8%	37%[59 µM]	-1	-3%	-3%	9%	CCC1=C2CC[C@H]3C(=O)N(CC(=O)OC)C(=O)[C@H]3[C@H]2[C@@]2(C)C(=NCC(=O)OC)OC(=O)N2C1=O
10%	-20%	-1%	?	?	?	5%	?	?	[O-]/C(=C(\C(=S)NCc1ccco1)[n+]1ccccc1)c1ccccc1Br
3%	-11%	31%[activator]	-20%	50µM*	0	-1%	?	4%	O=[N+]([O-])c1ccc(Nc2cccc(F)c2)nc1
1%	0%	34%	5%	11%[12.7 µM]	6	-20%	0%	9%	Cc1ccc(C(=O)NCC(=O)OCC(=O)Nc2ccc(Cl)cn2)cc1
-1%	-5%	39%	8%	-4%[59 µM]	5	3%	-1%	0%	Cc1cnc2ncc3sccc3c2c1
7%&-11%	-6%&-20%	35%	-31%&-20%	45µM*!	-23&-3	-8%&0%	?	-16%&11%	Cc1ccc(S(=O)(=O)n2nc(C)c(S(=O)(=O)N3CCCCC3)c2C)cc1

Part of the list above in order of molar mass, largest number first.
GLS inhibitor	JMJD2A Tudor inh	HP1b chromo inh	BAZ2B inh	G9a inh	PI4K2A block	ERG-DNA inh	12-LOX inh	RGS4 inhibitor	SMILES
6%	-6%	22%	-6%	/	-2	8%	0%	-1%	CCOc1ccc(N2C(=O)CN=C2Nc2ccccc2F)cc1
-13%	-29%	-16%	-19%	?	-4	8%	-2%	-53%	COCCN=C1NN=C(c2ccc(NC(C)=O)cc2)CS1
-2%	-20%	-19%	?	?	-1	-6%	13%	-43%	Cc1nc(N)sc1Cc1ccc2c(c1)OCO2

(further entries)
GLS inhibitor	JMJD2A Tudor inh	HP1b chromo inh	BAZ2B inh	G9a inh	PI4K2A block	ERG-DNA inh	12-LOX inh	RGS4 inhibitor	SMILES
26%	-10%	45%	3%	-8%[2.33 µM]	-15	-3%	348%[activator]	-12%	O=C1CC(c2ccc(O)cc2)Oc2ccccc21 (stereo not drawn)
-18%	-9%	20%	-9%	?	-3	4%	-24%	?	NC(=S)Nc1ccc2cc[nH]c2c1
-2%	?	-4%	-39%[57.1 µM]	?	-3	-6%	-7%	-25%[56.9 µM]	CCn1nc(CC(C)C)cc1C(=O)N1CCCC(Nc2ccc(OC)cc2)C1 (stereo not drawn)
29%	?	?	-36%	32µM*	-7	-2%	?	-21%	O=C(Nc1ccc2c(c1)OCO2)C1CCN(Cc2cc3c(cc2O)OCO3)CC1
19%	-6%	43%[activator]	3%	0%	2	-16%	0%	17%	CCc1cccc(C)c1NC(=O)CN(C)Cc1ccc(Br)cc1
12%	-24%	-2%	-26%	11%[59 µM]	-5	-8%	?	-30%	O=C(NC(=S)Nc1ccccc1N1CCOCC1)c1ccc(-c2cc(Cl)ccc2Cl)o1
1%	-11%	42%[activator]	3%	2%[59 µM]	0	-3%	16%	?	CCn1cc(C(=O)NCc2ccccc2Cl)cn1
-10%	-16%	30%	-26%	-19%	3	0%	/	-13%	C#CCn1c(=NC(=O)CSC(C)=O)sc2cc(F)ccc21
0%	24%	66%[activator]	8%	/	2	2%	-17%	6%	O=S(=O)(c1cccc2ccccc12)N1CCCCC1
2%	-17%	35%	23%	22%	-5	-1%	-14%	-11%	COC(=O)c1ccccc1NC(=O)COC(=O)c1ccc(C)c(NC(=O)c2ccco2)c1
-21%	-8%	47%[activator]	-13%	9%	4	12%	40%[activator]	-33%	CCC(=O)NNc1ncnc2c1cnn2-c1cccc(C)c1
-4%	-25%	56%[activator]	-12%	64%[activator]	1	-3%	-30%	-1%[11.4 µM]	COc1ccc(CCNC(=O)Cn2nc(C)n3nc(-c4ccccc4)cc3c2=O)cc1OC
0%	-4%	38%	-8%	-3%	1	-1%	-5%	-11%	O=C(CCN1C(=O)[C@@H]2Cc3ccccc3CN2C1=O)NCc1ccc(Cl)cc1
-1%	-14%	23%	-13%[57.1 µM]	6%	-2	4%	1%	-15%	Cc1cc(F)ccc1NS(=O)(=O)c1c(C(=O)N2CCOCC2)c(C)n(C)c1C
18%	1%	39%[activator]	-34%	13%[12.7 µM]	5	7%	?	-8%	O=c1[nH]c2ccc(NC(=S)NCc3ccccc3)cc2[nH]1
-4%	-24%	11%	-21%	-40%	4	-10%	-17%	-8%	CCCn1c(=O)[nH]c(=O)c2c1nc(-c1cc([N+](=O)[O-])ccc1Cl)n2CCOC
-5%	-9%	25%	10%	-43%	-2	-1%	2%	-11%	COc1ccc(CC(=O)NCCS(=O)(=O)N2CCN(c3ccccc3OC)CC2)cc1
0%	-8%	52%[activator]	20%	6%[59 µM]	-3	0%	-1%	-30%	O=C(NCc1ccc(F)cc1Cl)c1ccc(CSCc2ccccc2Cl)o1
-3%	-15%	47%[activator]	4%	-33%[59 µM]	-1	-1%	-4%	8%	COc1ccccc1NC(=O)c1c(NC(=O)c2cccs2)sc2c1CCC(C(C)(C)C)C2 (stereo not drawn)
-1%	-1%	29%	/	-31%	1	-13%	?	-4%	CCOC(=O)c1cc(NC(=O)Nc2ccc(Br)cc2)c(C)nc1C
0%	-33%	-4%	-36%	?	2	0%	-3%	-12%	COc1ccc(-c2cc3nc(C)c(CCC(=O)NC(C)CCc4ccco4)c(C)n3n2)c(OC)c1 (stereo not drawn)
-2%	-4%	47%[activator]	-7%	?	5	41%[activator]	1%	-18%	CCOC(=O)c1ccc(CNC(=O)C2CCC(=O)N(Cc3cccc(OC)c3)C2)o1 (stereo not drawn)
2%	0%	27%	-8%	16%[59 µM]	0	2%	1%&-25%	-7%	Cc1ccc(-n2c(=O)c3c(n4cnnc24)-c2ccccc2CC32CCCCC2)cc1

A portion of the library; rates above refer to the full screens.
